Screens: PubChem BioAssay, National Center for Advancing Translational Sciences (NCATS)
Eya2 inh = blocks the phosphatase activity of human Eya2. O00167. recombinant Eya2, OMFP fluorescence dephosphorylation (OMFP is methylfluorescein phosphate). Potency, µM (series often up to 76.9 µM), for inactives: at the highest dose activity, negative = inhibition, hits mostly inhibitors. 330,000 compounds, 0.006% hits; note: potency is the fitted concentration of half-maximal effect
Target sequence (O00167 whole entry, looked up): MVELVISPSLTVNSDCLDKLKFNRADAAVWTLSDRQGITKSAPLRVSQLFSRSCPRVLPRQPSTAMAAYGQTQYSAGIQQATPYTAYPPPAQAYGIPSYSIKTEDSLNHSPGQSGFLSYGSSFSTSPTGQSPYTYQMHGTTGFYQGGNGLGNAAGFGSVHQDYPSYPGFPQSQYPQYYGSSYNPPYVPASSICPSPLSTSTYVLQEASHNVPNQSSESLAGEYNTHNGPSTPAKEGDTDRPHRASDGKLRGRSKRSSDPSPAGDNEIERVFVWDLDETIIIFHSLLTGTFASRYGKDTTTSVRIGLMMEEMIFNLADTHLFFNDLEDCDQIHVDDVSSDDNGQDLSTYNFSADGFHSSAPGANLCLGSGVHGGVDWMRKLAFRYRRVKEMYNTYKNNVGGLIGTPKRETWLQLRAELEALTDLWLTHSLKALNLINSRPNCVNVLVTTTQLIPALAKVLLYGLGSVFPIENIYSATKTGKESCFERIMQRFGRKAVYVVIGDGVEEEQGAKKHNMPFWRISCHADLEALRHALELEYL
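Eya2 (0.2 uM) preincubated 10 min at ambient with compound, then OMFP substrate added at 50 uM; 10 min reaction in 50 mM HEPES pH 7.5, 50 mM NaCl, 5 uM MgCl2, 0.05% BSA, 1 mM DTT. Fluorescence read at Ex 485/Em 525 nm.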
GALK inh = inhibitors of human galactokinase; P51570; Purified GALK, Kinase-Glo residual ATP luminescence; Potency, µM (top dose mostly 57.5 µM), for inactives: top-dose activity change, negative = inhibition, hits mostly inhibitors; 270,000 compounds, 0.007% hits; AID 1868; note: potency is the fitted concentration of half-maximal effect
Target sequence (P51570 whole entry, looked up): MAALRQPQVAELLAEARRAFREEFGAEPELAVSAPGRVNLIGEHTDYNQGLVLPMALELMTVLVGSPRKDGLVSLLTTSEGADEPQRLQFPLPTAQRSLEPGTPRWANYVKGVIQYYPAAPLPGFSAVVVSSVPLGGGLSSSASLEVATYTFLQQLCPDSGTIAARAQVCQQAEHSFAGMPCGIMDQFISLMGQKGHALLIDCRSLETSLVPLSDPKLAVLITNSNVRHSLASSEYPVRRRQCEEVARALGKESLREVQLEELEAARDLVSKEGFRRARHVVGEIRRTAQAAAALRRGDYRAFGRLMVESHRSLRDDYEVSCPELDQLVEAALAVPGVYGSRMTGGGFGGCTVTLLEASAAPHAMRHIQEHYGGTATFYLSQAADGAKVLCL
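Luminescence from leftover ATP (Ultra-Glo luciferase/luciferin) served as read-out after a 1 h room-temperature reaction of 5 nM GALK with 35 uM ATP and 100 uM galactose.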
B2AR arrestin = recruits beta-arrestin to the human beta2-adrenergic receptor; beta-arrestin recruitment to beta2AR, cell-based reporter; Potency, µM (doses to about 46.1 µM), for the others: at the top dose activation, actives largely listed as activators; 330,000 compounds, 0.02% hits;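 note: potency is the fitted concentration of half-maximal effect; 0% = DMSO controls and full agonism = EC100 isoproterenol or metaproterenol; nearly all actives have a fitted effect of over 65% in size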
Chronic BCR inh = blocks chronic active B-cell receptor signaling. ABC-DLBCL IkBa-CBG/CBR reporter, luminescence ratio, 4 h. Potency, µM (top dose mostly 46.1 µM), for inactives: at the top dose ratio change, negative = lower green/red ratio, actives largely listed as inhibitors. 340,000 compounds, 0.05% hits. AID 493014; active = well fitted inhibition curve with a large enough effect in the signal ratio, with a control signal flat, not every such curve was filed as active; inconclusive = small, poorly fitted or top-dose-only effect, or effect the other way, or a change in a side signal; the % refers to the signal ratio;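 note: potency is the fitted concentration of half-maximal effect; plate controls were basal doxycycline-induced cells for no effect and cells given 10 µM MG132 for full effect; MG132 reads +100%, hits lower the ratio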
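Concentration-response series (up to 46 uM) were applied to TMD8 dual-reporter cells for 4 h at 37C with doxycycline. Green/red ratio, after filter-overlap correction, defined %Activity; red signal alone was normalised to basal cells and zero luminescence.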
Coupling enz = inhibits coupling enzyme system, counter-screen for aldolase hits. coupling enzyme system counterscreen, AmpLite Red fluorescence. activity change, negative = inhibition, % at 58.2 µM, hits read low. 290,000 compounds, 0.67% hits. AID 2472; in the data active = activity change below about -30%
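Counterscreen lacking aldolase: glyceraldehyde-3-phosphate coupling-enzyme reagent preincubated 10 min at RT with compound (at 57.5 uM final), then substrate/coupling system with AmpLite Red added; fluorescence read at 525/598 nm after 20 min RT.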
USP2a block = blocks human ubiquitin-specific protease USP2a | O75604 | USP2 core, Ub-CHOP2 coupled fluorogenic reporter, 485/531 | Potency, µM (top dose mostly 38.3 µM), for inactives: at the highest dose activity change, negative = inhibition, usual class: inhibitors | 330,000 compounds, 0.01% hits;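 note: potency is the fitted concentration of half-maximal effect; plate controls were DMSO wells for no effect and full inhibition by NEM control for full effect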
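USP2 core (10nM final) preincubated 30min RT with compound in 20mM Tris-HCl pH 8.0, 2mM CaCl2, 2mM beta-mercaptoethanol, 0.05% CHAPS; 25nM Ub-CHOP2 plus 25nM reporter substrate added, fluorescence (Ex485/Em531) read after 60min.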
PKM2 activator = activators of human pyruvate kinase M2 | Potency, µM (series often up to 57.5 µM), without a hit: at the top dose activation, most hits filed as activators | 260,000 compounds, 0.34% hits | purified PKM2, Kinase-Glo ATP luminescence, activation; response scale: 0% is enzyme alone, no compound; note: potency is the fitted concentration of half-maximal effect; nearly all actives have a fitted effect of over 55% in size
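ATP formation by purified human PK-M2, quantified via coupled luciferase luminescence after 1 h at room temperature with 0.1 mM ADP and 0.5 mM PEP final.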
uPA surface inh = blocks generation of uPA at the cell surface; cell surface uPA generation assay, qHTS; Potency, µM (titrated, usually from 38.3 µM), without a hit: at the top dose activity change, negative = inhibition, hits mostly inhibitors; 330,000 compounds, 0.31% hits; AID 540303; active = well fitted inhibition curve with a large enough effect; inconclusive = small, poorly fitted or top-dose-only effect; inactive = no such curve, though single readings can be large or run the other way; tested in mouse RAW 264.7 cells; note: potency is the fitted concentration of half-maximal effect; nearly all actives have a fitted effect of over 55% in size
KCNH2 3.1 block = inhibitors of human KCNH2 3.1 potassium channel isoform; U2OS KCNH2 3.1, thallium flux FluxOr; active compounds read low; activity change, % (tested at about 1.8 µM); 340,000 compounds, 0.95% hits; AID 720553;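 active = maximum activity change below -70%; inconclusive = maximum activity change from -70% to -50%; inactive = maximum activity change above -50%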;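 note: thallium influx rate constant from kinetic fluorescence after stimulation buffer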
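Channel expression came from 3.1 mutant virus (1.77 x 10^8 /mL) applied to suspended U2OS cells for 4 h. Flux was tracked with FluxOr dye plus Red40 quencher, and kinetic rate constants normalized to controls.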
hERG WT inh = inhibitors of human wildtype KCNH2 potassium channel; 340,000 compounds, 0.37% hits; AID 720551; activity change, % at 1.84 µM; U2OS, BacMam KCNH2, thallium flux FluxOr; active compounds read low;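 active = maximum activity change below -70%; inconclusive = maximum activity change between -70% and -50%; inactive = maximum activity change above -50%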
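U2OS cells transduced with wild-type KCNH2 virus are loaded with FluxOr dye for 45 min, and thallium flux is measured in kinetic reads before and after stimulation buffer. Rate constants are normalized to DMSO controls.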
Giardia killer = kills Giardia lamblia | Giardia lamblia trophozoite viability | activity change, % at 7.66 µM, hits read low | 340,000 compounds, 0.15% hits; in the data active = activity change below about -80%; inconclusive = between about -30% and that limit;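 note: parasites exposed to compound for two days anaerobically before the ATP read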
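Giardia lamblia trophozoites (100 cells/well) were incubated with compounds for 48 h at 37 deg C under anaerobic conditions. Viability was read as ATP content by one-step luminescence after 15-30 min at room temperature.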
* = called active by the depositor; i = inactive; ? = inconclusive; / = no result given; & = joins results of further samples. Unless noted, calls come from the whole dose curve; as a rule, active = well fitted curve in the direction sought with a large enough effect; inconclusive = small, poorly fitted or top-dose-only effect, or another doubt; inactive = no such curve, though single readings can be large; an effect the other way counts as inactive or inconclusive. Unless noted, % is set by controls: 0 for no effect and ±100 for the full control effect.

1. O=c1[nH]nc(SCc2nnc(-c3cccc(Cl)c3)o2)n1C1CCCCC1
2. CCCNC(=S)N1CCC(NC(=O)C2CCCCC2)CC1
3. O=C(NCc1ccc(Cl)cc1)c1ccc(CSc2nc3ccncc3[nH]2)cc1
4. CCCN(CC(=O)Nc1ccc(F)c(F)c1F)C(=O)Cc1ccc(S(=O)(=O)N2CCOCC2)s1
5. COc1ccc(CNC(=O)CSc2ncnc3ccccc23)cc1OC
6. COc1ccccc1/C=C1/C(=O)N(c2ccc([N+](=O)[O-])cc2)N=C1C
7. COc1ccc(C(=O)C2CCCN(Cc3cccn3-c3nccs3)C2)cc1F (stereo not given)
8. CC1CCN(C(=O)CN2C(=O)C(=O)N(C)C2=O)c2ccccc2S1 (stereo not given)

compound no.	1	2	3	4	5	6	7	8
hERG WT inh	-1	-6	38	2	1	-5	-103*	4
KCNH2 3.1 block	10	2	0	-8	-1	-80*	-117*	-8
Eya2 inh	5%	2%	13%	7%	3%	6%	-2%	6%
PKM2 activator	4%	0%	2%	/	21%	1%	-7%	/
GALK inh	1%	1%	-2%	/	-1%	-4%	8%	/
B2AR arrestin	-0.1%	-0.5%	-1.0%	-1.5%	0.1%	3.8%	-0.3%	-0.4%
Chronic BCR inh	-3%	-1%	-13%	0%	-1%	4%	-25%	?
USP2a block	0%	0%	0%	0%	2%	-1%	1%	-1%
Giardia killer	5	3	13	?	-18	-25	-3	13
uPA surface inh	-22%	6%	0%	8%	-7%	7%	-6%	2%
Coupling enz	5	2	-3	/	2	1	4	/

9. CC1CCN(C(=O)COC(=O)C2CCN(S(=O)(=O)c3c(Cl)cccc3Cl)CC2)CC1
10. C/C(=C\C(=O)c1ccccc1)Nc1ccc2c(c1)OCO2
11. O=C(CC1C(=O)NCCN1Cc1c(F)cccc1Cl)NCCCn1ccnc1 (stereo not given)
12. CN(CCC#N)C(=O)COC(=O)c1c2c(nc3ccccc13)/C(=C/c1ccco1)CC2
13. COc1ccc(C2NCCn3cccc32)cc1 (stereo not given)
14. N#Cc1cccc(NC(=O)Cn2cnc(S(=O)(=O)N3CCOCC3)c2)c1
15. CN(C[C@@H](CC1CCCCC1)N(C[C@H](Cc1ccccc1)N(CCc1ccccc1)N=O)N=O)N=O
16. O=C1OC[C@@H]2CCCN2C(=O)[C@H](CC(=O)N(CCO)Cc2ccccc2)C/C=C\CC[C@H]1Cc1ccc(F)cc1

compound no.	9	10	11	12	13	14	15	16
hERG WT inh	28	5	i	5	2	0	-20	6
KCNH2 3.1 block	-21	9	-2	15	-8	2	-33	6
Eya2 inh	4%	-3%	?	6%	-4%	2%	9%	2%
PKM2 activator	/	-11%	-2%	21%	-18%	/	1%	/
GALK inh	/	0%	6%	0%	0%	-6%	-2%	/
B2AR arrestin	0.4%	-0.3%	0.1%	0.4%	0.3%	-0.4%	-0.2%	-0.1%
Chronic BCR inh	5%	6%	1%	?	7%	-8%	14%	2%
USP2a block	0%	0%	1%	2%	-1%	1%	-1%	3%
Giardia killer	5	2	11	9	0	7	-3	-2
uPA surface inh	-2%	-7%	-2%	11%	3%	-13%	12%	-8%
Coupling enz	/	-5	2	-9	1	/	-3	/

Gathered by group, the compounds so far with an aryl thioether with sulfur outside any ring (three)
1. O=c1[nH]nc(SCc2nnc(-c3cccc(Cl)c3)o2)n1C1CCCCC1
3. O=C(NCc1ccc(Cl)cc1)c1ccc(CSc2nc3ccncc3[nH]2)cc1
5. COc1ccc(CNC(=O)CSc2ncnc3ccccc23)cc1OC

compound no.	1	3	5
hERG WT inh	-1	38	1
KCNH2 3.1 block	10	0	-1
Eya2 inh	5%	13%	3%
PKM2 activator	4%	2%	21%
GALK inh	1%	-2%	-1%
B2AR arrestin	-0.1%	-1.0%	0.1%
Chronic BCR inh	-3%	-13%	-1%
USP2a block	0%	0%	2%
Giardia killer	5	13	-18
uPA surface inh	-22%	0%	-7%
Coupling enz	5	-3	2

Later entries.
17. O=C(Nc1ccc(F)cc1)c1cc2cc(Cl)ccc2[nH]1
18. CCCCc1ccc(C2C3=C(CC(C)(C)CC3=O)NC3=C2C(=O)c2ccccc23)cc1 (stereo not given)
19. CC[C@H](C)[C@H](NC(N)=O)C(=O)NNC(=O)c1ccc(COc2cccc3cccnc23)cc1
20. Cc1cccc(N2CCN(C(=O)CN3C(=O)NC4(CCCCCC4)C3=O)CC2)c1C
21. COc1cc(C(=O)N=c2sc3c(C)ccc(OC)c3n2C)cc(OC)c1OC
22. COc1ccc(-c2csc3ncnc(N4CCN(S(=O)(=O)c5ccc(C)cc5)CC4)c23)cc1
23. CSc1ncccc1C(=O)N(C)CC(=O)Nc1cccc(F)c1
24. Cn1c(N)c(C#N)c(C#N)c1-c1ccccc1

compound no.	17	18	19	20	21	22	23	24
hERG WT inh	-1	-5	13	5	-5	-4	-13	-5
KCNH2 3.1 block	-1	?	-5	-6	28	-20	11	-8
Eya2 inh	11%	-3%	-5%	2%	-6%	-31%	-3%	20%
PKM2 activator	/	-5%	0%	/	-1%	/	-6%	1%
GALK inh	-1%	1%	1%	/	4%	/	6%	0%
B2AR arrestin	-0.5%	-0.5%	0.2%	-0.1%	-0.7%	-0.2%	-1.1%	-0.1%
Chronic BCR inh	?	7%	?	11%	4%	-2%	1%	?
USP2a block	-8%	0%	-2%	0%	1%	-1%	0%	6%
Giardia killer	9	-3	13	2	11	-12	-13	-21
uPA surface inh	-2%	-13%	-2%	-3%	-13%	11%	-5%	0%
Coupling enz	4	-1	-6	/	-2	/	/	3

25. Cc1c(N2C(=O)C(C)SC23C(=O)Nc2ccccc23)c(=O)n(-c2ccccc2)n1C (stereo not given)
26. O=C(COc1cccc(-n2cnnn2)c1)Nc1ccc([N+](=O)[O-])cc1
27. Cc1ccc(OCC(=O)N(Cc2ccccc2)c2ccccn2)cc1
28. CN(C)c1ccc(CN(C(=O)c2ccc(Cl)c([N+](=O)[O-])c2)C2CCS(=O)(=O)C2)cc1 (stereo not given)
29. Cc1cc(NC(=O)CS(=O)(=O)c2c[nH]c3ccccc23)no1
30. Cc1cc(C(=O)Nc2ccncc2)c2ccccc2n1
31. CC1CC(C)C[N+](=C2C=C(N3CCCC3)CC(C)(C)C2)C1 (stereo not given)
32. COc1ccc2oc(C(=O)OCC(=O)NCc3ccc(OC)c(OC)c3)c(C)c2c1

compound no.	25	26	27	28	29	30	31	32
hERG WT inh	-8	-14	-2	-4	10	8	10	1
KCNH2 3.1 block	7	?	0	-3	22	-18	-4	6
Eya2 inh	-1%	8%	-7%	-5%	-15%	-15%	-7%	-10%
PKM2 activator	-6%	/	1%	-3%	8%	3%	0%	/
GALK inh	-2%	1%	3%	3%	3%	5%	-1%	/
B2AR arrestin	-0.8%	-0.8%	0.0%	-0.6%	-0.5%	0.2%	-0.7%	-0.2%
Chronic BCR inh	?	?	18%	-1%	-2%	?	4%	-2%
USP2a block	1%	1%	1%	1%	1%	-4%	10%	4%
Giardia killer	-8	-1	-3	-2	1	-5	-14	1
uPA surface inh	/	1%	-10%	-6%	10%	0%	?	-3%
Coupling enz	1	0	-2	-1	/	/	2	/

33. COC(=O)C1CSC(C(=O)OC)N1C(=O)Nc1ccc(Cl)cc1 (stereo not given)
34. C=CCOC(=O)c1c(C)nc2cc3c(cc2c1C)OCO3
35. Cc1nc2ccc(-c3nc4ccccc4o3)cc2[nH]1
36. O=C(CNC(=O)c1ccc(Cl)cc1Cl)OCC(=O)N1CCN(c2ccccc2)CC1
37. CCC(=O)Nc1ccc(C(=O)NCCCn2ccnc2)cc1
38. COc1ccc(-c2csc(Nc3ncccc3C)n2)cc1
39. CCn1c(=S)[nH]c2scc(-c3cccs3)c2c1=O
40. O=C(c1ccc(O)cc1)c1ccc(C(=O)c2ccc(O)cc2)cc1
41. O=C(CN1N=C(C(F)(F)F)CC1(O)c1ccc([N+](=O)[O-])cc1)c1ccccc1 (stereo not given)

compound no.	33	34	35	36	37	38	39	40	41
hERG WT inh	9	10	-14	19	-4	-1	-18	5	-5
KCNH2 3.1 block	-16	8	-4	1	-28	-24	24	-3	-13
Eya2 inh	-11%	4%	-14%	1%	-2%	2%	5%	-6%&0%	-5%
PKM2 activator	2%	6%	-4%	/	-2%	-4%	-1%	?	9%
GALK inh	-1%	1%	0%	0%	4%	-1%	1%	-4%	2%
B2AR arrestin	-0.9%	-0.5%	0.1%	-0.3%	0.0%	0.5%	0.2%	0.4%&-0.1%	-0.1%
Chronic BCR inh	0%	2%	?	-3%	1%	?	4%	?	9%
USP2a block	2%	-2%	0%	-1%	0%	1%	0%	-3%&-6%	4%
Giardia killer	-4	1	-21	-15	-1	1	28	9	-9
uPA surface inh	0%	-2%	-10%	0%	8%	1%	-2%	0%	1%
Coupling enz	4	2	0	/	1	-1	3	6&4	0
